SW480 rereplic = DNA re-replication induction in SW480 cells. Potency, µM (series often up to 46.1 µM), for inactives: at the top dose re-replication activation, actives largely listed as activators. AID 624297. SW480 DNA re-replication, Hoechst DNA content imaging, 48 h. hit rate 1.8% among 340,000; further: potency means the concentration at half of the fitted maximal effect; % of control where 0% means no effect; nearly all actives have a fitted effect of over 55% in size
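Quantitative HTS format with DMSO vehicle controls; 48 hr drug incubation at 37 C, then 40 min Hoechst staining and scanning imager measurement at 405 nm excitation.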
ATXN viability = viability counter-screen for ATXN expression inhibitors; S2 cells (HEK-293 line with an ATXN2-luciferase reporter) viability, CellTiter-Fluor protease fluorescence, 24 h; Potency, µM (top dose mostly 56.7 µM), actives largely listed as cytotoxic; hit rate 0.49% among 400,000; AID 651635; further: potency means the concentration at half of the fitted maximal effect; nearly all actives have a fitted effect of over 40% in size
ATXN2 expr inh = reduces ATXN2 reporter expression in HEK-293 cells | HEK-293 ATXN2-luciferase reporter, luminescence, 24 h | Potency, µM (doses to about 57 µM), for the others: at the highest dose activity change, negative = inhibition, most hits filed as inhibitors | hit rate 0.72% among 360,000 | AID 1745845; further: potency means the concentration at half of the fitted maximal effect; on the % scale 0 is the no-effect control and ±100 the full control effect; nearly all actives have a fitted effect of over 55% in size
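qHTS (up to 57 uM final) was run with 24 h compound exposure of reporter cells at 37 °C. Each well was multiplexed: SteadyGlo luminescence measured ATXN2-luciferase expression after a fluorogenic Gly-Phe-AFC viability readout (25 uM final).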
KB-3-1 tox = KB-3-1 parental cell cytotoxicity; KB-3-1 viability, CellTiter-Glo ATP luminescence, 72 h; Potency, µM (top dose mostly 46.1 µM), for inactives: at the highest dose activity change, negative = cytotoxic, actives largely listed as cytotoxic; hit rate 1.4% among 400,000; further: potency means the concentration at half of the fitted maximal effect; on the % scale 0 is the no-effect control and ±100 the full control effect; nearly all actives have a fitted effect of over 60% in size
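KB-3-1 cells, DMEM (no phenol red) + 10% FBS; compound by pin transfer, 72 h, 37 °C. Readout: CellTiter-Glo luminescence after 10 min. Data normalized, curve-fitted.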
HT1080-NT tox = kills 2HG-producing HT-1080-NT fibrosarcoma cells. Potency, µM (top dose mostly 46.1 µM), for the others: at the highest dose activity, negative = less viability, most hits filed as cytotoxic. AID 686970. hit rate 1.6% among 360,000. HT-1080-NT fibrosarcoma viability, CellTiter-Glo ATP luminescence, 48 h;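 further: NT is the 2HG producing partner of a matched IDH1 knockdown line; potency means the concentration at half of the fitted maximal effect; 0% = DMSO-treated cells and -100% = media-only wells without cells; nearly all actives have a fitted effect of over 55% in size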
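Fibrosarcoma NT cells, 750 per well in 5% FBS RPMI, were exposed to compound for 48 hours. Viability: CellTiter-Glo luminescence.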
MCF10A rerep = DNA re-replication induction in MCF 10a cells | Potency, µM (top dose mostly 46.1 µM), for inactives: at the top dose activity, positive = re-replication, hits mostly activators | AID 624296 | MCF 10A DNA re-replication, Hoechst nuclear intensity, 48 h | hit rate 2.9% among 350,000; further: potency means the concentration at half of the fitted maximal effect; % of control where 0% means no effect; nearly all actives have a fitted effect of over 50% in size
HT1080 IDH1KD tx = toxicity to HT-1080 IDH1 knockdown cells (counter line). HT-1080 IDH1 knockdown viability, ATP luminescence, 48 h. Potency, µM (titrated, usually from 46.1 µM), for the others: at the top dose activity, negative = toxicity, usual class: cytotoxic. hit rate 2% among 360,000. AID 686971;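 further: potency means the concentration at half of the fitted maximal effect; 0% = DMSO wells and -100% = cell-free medium wells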
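Assay cells: HT-1080 with IDH1 knockdown, 750 per well, RPMI/5% FBS. Exposure: 48 h at 37 °C following 2 h pre-incubation. Read: CellTiter-Glo luminescence; fitted concentration-response, curve class assigned.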
IL1B secr inh = blocks inflammasome-driven IL-1 beta release; THP-1 LPS/ATP IL-1B secretion, AlphaLISA, 16 h; stronger effect = lower value; activity change, % at 57.5 µM; hit rate 4.7% among 360,000; in the data active means activity change below about -50%; inconclusive means mostly about -30% to -49%; further: on the % scale 0 is the no-effect control and ±100 the full control effect
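THP-1 cells pretreated 1 hr with compounds (up to 57.5 uM final), then stimulated with LPS (250 ng/mL final) plus ATP (1.25 mM final); secreted IL-1B measured by AlphaLISA after 16 hr, decreased signal indicating inhibition.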
KB-V1 cytotox = KB-V1 MDR subline cytotoxicity | Potency, µM (doses to about 46.1 µM), for the others: at the top dose activity change, negative = cytotoxicity, usual class: cytotoxic | KB-V1 MDR cells viability, CellTiter-Glo, 72 h | hit rate 3.4% among 400,000; further: potency means the concentration at half of the fitted maximal effect; on the % scale 0 is the no-effect control and ±100 the full control effect; nearly all actives have a fitted effect of over 60% in size
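Cells of the MDR subline KB-V1 are plated, dosed with compound at multiple concentrations, and incubated 72 h at 37 degrees C; CellTiter-Glo is then added and luminescence read after 10 min.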
* = called active by the depositor; i = inactive; u = inconclusive; x = not tested or not shown; & = joins results of further samples; [ ] = another dose, or the depositor's remark. Unless noted, the call rests on the fitted dose curve; in most records, active means well fitted curve in the direction sought with a large enough effect; inconclusive means small, poorly fitted or top-dose-only effect, or another doubt; inactive means no such curve, though single readings can be large; an effect the other way counts as inactive or inconclusive.

SMILES | SW480 rereplic | ATXN viability | ATXN2 expr inh | KB-3-1 tox | HT1080-NT tox | MCF10A rerep | HT1080 IDH1KD tx | IL1B secr inh | KB-V1 cytotox
COc1ccccc1NC(=O)C1=C(C)Nc2nnnn2C1c1ccc(C(F)(F)F)cc1 (stereo not given) | x | i | 0% | 10% | x | x | x | x | -18%
Cc1cccc(N2CCN(C(=O)CN3C(=O)C4CC=CCC4C3=O)CC2)c1C (stereo not given) | -35% | i | 29% | -1% | 26% | 3% | 1% | 19 | -22%
CC1(C)CC(Cc2ccccc2C(F)(F)F)N(C(=O)OC(C)(C)C)C1 (stereo not given) | x | x | x | 6% | 11% | x | -2% | 20 | 7%
COC(=O)C[C@@H]1C[C@H]2c3cc(NS(C)(=O)=O)ccc3O[C@H]2[C@H](CO)O1 | x | i | 8% | 19% | 16% | x | 5% | 16 | 0%
CC1Cc2ccccc2N1C(=O)CSc1nnc(-c2ccc(S(=O)(=O)N3CCCC3)cc2)n1C (stereo not given) | -5% | i | -7% | 1% | 16% | 9% | 3% | -10 | 16µM*
CCn1c(COc2cccc(OC)c2)nnc1SCC(=O)Nc1cc(OC)ccc1OC | -7% | i | 1% | -3% | 3% | 5% | 4% | 11 | u
COc1ccc(C)cc1NC(=O)c1ccc2c(SCC(=O)O)c3c(nc2c1)CCCC3 | -5% | i | -3%&1% | 9%&3% | 0% | 13% | 2% | -17 | 29%&28%
COC(=O)NCC1(C)CC(NC(=O)OC)CC(C)(C)C1 (stereo not given) | -2% | i | 5% | -10% | -2% | 0% | -1% | 0 | -3%
O=C(Nc1ccccc1F)N1CCc2ccccc2C1 | -11% | i | 32%[activator] | -4% | 2% | -32% | 11% | -3 | -4%
Cc1ccc(O)c(C2=NCCNC(C(F)(F)F)=C2)c1 | -14% | i | 20% | 2% | 2% | 2% | -1% | -12 | 8%
Cc1nnc(N2CCC(C(=O)NCc3ccc(N(C)C)cc3)CC2)c2nn(-c3ccccc3)c(C)c12 | x | i | -30% | 6% | x | x | x | x | -9%
O=C(Nc1nn[nH]n1)c1cccc(Oc2ccccc2)c1 | -8% | i | 7% | 20% | -3% | 3% | -1% | -14 | 4%
COc1cc(C2C(C(C)=O)=C(O)C(=O)N2CCc2ccc(OC)c(OC)c2)ccc1O (stereo not given) | 1%[9.22 µM] | i | 2% | 20% | 7% | 2% | 3% | 13 | 14%
COc1ccccc1NC(=O)COC(=O)CC(C)(C)CC1=NS(=O)(=O)c2ccccc2N1 | -4% | i | -14%&-8% | -28%&-9% | -3% | 6% | -11% | -4 | 1%&0%
CC1CCCCC12NC(=O)N(CC(=O)N1CCN(C(=O)c3ccco3)CC1)C2=O (stereo not given) | -9% | i | 8% | -29% | 16% | -2% | 11% | 4 | -2%
Cc1cccn2c(=O)c3cc(C(=O)N(Cc4ccccc4)C(C)C)sc3nc12 | x | i | -2% | 17% | x | x | x | x | -10%
COc1ccc(Cc2nnc(Cl)c3ccccc23)cc1OC | -11% | i | x | -14% | -2% | 19% | 3% | 48 | -19%
CC(C)[C@H](N[C@@H](C)c1ccccc1)c1c(O)ccc2ccccc12 | 38% | i | -18% | -3% | 1% | -6% | 2% | 22 | -2%
O=C(Nc1ccc(N2CCOCC2)c(S(=O)(=O)Nc2ccccc2Cl)c1)c1ccc(=O)[nH]n1 | -10% | u | -24% | u | -2% | 9% | 0% | 18 | 5%
CCCCOc1ccc(/C=N/NC(=O)C2CCCNC2=O)cc1 (stereo not given) | -8% | i | -9% | -2% | -10% | 0% | -8% | 11 | 22%
COc1ccc2cc(CCNC(=O)c3cccs3)c(=O)[nH]c2c1 | 8% | i | 66%[activator] | 13% | 20% | 4% | 15% | -26 | -10%
S=C(NCCc1ccc(Cl)cc1)NC1CCCC1 | -12% | i | -6% | 13% | 9% | 11% | 13% | 3 | -4%
CC(C)n1c(=S)[nH]c2cc(C(F)(F)F)ccc21 | -5% | i | -13% | 10% | 12% | 3% | 1% | 58 | u
O=C(NCc1ccccc1Cl)c1ccc(CS(=O)(=O)c2ccc(Br)cc2)o1 | x | i | -26% | -20% | x | x | x | x | -7%
COc1cc(NC(=O)CSc2nc(-c3ccc(C)cc3)nc3c2Cc2ccccc2O3)cc(OC)c1 | x | i | 2% | 2% | x | x | x | x | u
Cc1cc(C)c(C)c(S(=O)(=O)Nc2cccnc2)c1C | u | i | -9% | -2% | -6% | u | 0% | 27 | -12%
COC(=O)CSc1nnc2n(C3CCCCC3)c(=O)c3c4c(sc3n12)CCCC4 | u | i | -13% | 9% | -7% | -10% | 3% | u | -22%
COc1ccc(CCCc2nnc(SCC(=O)Nc3cccc(F)c3C)o2)cc1 | x | i | 8% | 5% | x | x | x | x | 48%
O=C(CCCN1C(=O)S/C(=C\C=C\c2ccccc2)C1=O)Nc1ccc(C(=O)O)cc1 | u | i | 33% | -1% | -9% | 14% | 0% | -29 | u
O=C(NC(c1ccccc1)c1ccsc1)C1CCN(Cc2ccccc2)CC1 (stereo not given) | x | i | 6% | 0% | -5% | x | 7% | 49 | 2%
O=C(NCCS(=O)(=O)NCc1ccccc1Cl)c1ccc2c(c1)OCO2 | -7% | i | -4% | 3% | 0% | -3% | -2% | -19 | -3%
O=C(COc1ccc(Cl)cc1)N(Cc1ccccc1)c1ccccn1 | 3% | i | 8% | -7% | -5% | u | -14% | -25 | -14%
Cc1cc(F)ccc1NCC(=O)Nc1ccccc1Br | x | i | 16% | 10% | 10% | -2% | 6% | 0 | u
Cc1nc2c(Br)c(C)nn2c2c1CCC2 | 5% | i | -1%[11.3 µM] | 23% | 0% | -3% | -5% | -3 | 0%
O=C(NCC(=O)N1CCCCCC1)c1ccc(OC(F)F)cc1 | -5% | i | 1% | -2% | 27% | 0% | 0% | -4 | -6%
Cn1cccc1C(=O)C(=O)Nc1ccccc1 | 0% | i | 15% | 3% | u | 5% | u | 1 | 31%
CCC(C)(C)NC(=O)C(c1ccc(OC)cc1)N(C(=O)CCC(=O)Nc1cc(C)on1)c1cc(OC)ccc1OC (stereo not given) | -6% | i | -13% | -4% | -14% | 7% | -20% | 13 | -25%
CC(C)OCCCNc1sc(S(=O)(=O)c2ccccc2)nc1S(=O)(=O)c1ccc(Cl)cc1 | x | i | 1% | 1% | x | x | x | x | 0%
COc1ccc(-n2nc(C(=O)NCC(=O)N3CCN(C)CC3)c3ccccc3c2=O)cc1 | 6% | i | 23% | 2% | -3% | 7% | -6% | -14 | -28%
COc1ccccc1NC(=O)C12CC3CC(C1)CC(c1ccc(C)cc1)(C3)C2 | 14% | i | 4% | -7% | -12% | 7% | -1% | 34 | 16µM*
O=C(Nc1cc(Cl)ccc1N1CCOCC1)c1ccc(=O)[nH]c1 | 0% | i | -21% | 0% | -2% | 3% | -9% | -2 | -13%
COc1ccc(N2CCN(C(CNC(=O)C(=O)NCc3cccnc3)c3cccnc3)CC2)cc1 (stereo not given) | x | i | 10% | 3% | x | x | x | x | -8%
Cc1ccc(S(=O)(=O)NC(CC(C)C)C(=O)N2CCN(C/C=C/c3ccccc3)CC2)cc1 (stereo not given) | -9% | i | -17% | u | -12% | 34% | -1% | -16 | u
Cc1[nH]c2ccccc2c1C1=CC(=O)C=CC1=O | u | x | u | u | -13% | 29% | 21µM* | -101* | -9%
CC(Oc1ccc(F)cc1)C(=O)Nc1sc2c(c1C(=O)NCc1cccnc1)CCCC2 (stereo not given) | 16% | u | -21% | u | -35% | 29% | u | -25 | 0%
Cc1ccc(C)c(OCCC(=O)OCC(=O)Nc2cccnc2Cl)c1 | 4% | i | -10% | 10% | -2% | u | -6% | -8 | 3%
CCN1CCN(C(=O)c2[nH]c3ccc(OC)cc3c2C)CC1 | -1% | i | x | -1% | 15% | -1% | 3% | -6 | 11%
N#Cc1ccsc1NC(=O)CN(Cc1ccccc1)Cc1ccccc1 | -3% | i | -5% | u | -3% | u | -6% | 0 | 10µM*
O=C(Cn1nnc(-c2ccccc2)n1)NNC(=O)c1ccc(Br)cc1 | -6% | i | u | 5% | 18% | -3% | u | -8 | 6%
CCOc1ccc2nc(S(=O)(=O)NC(=O)C3(C)CCN3C(=O)CCc3cccs3)sc2c1 (stereo not given) | x | i | 2% | 0% | 12% | x | u | 54 | 4%
CCCCNC(=S)Nc1ccc(Cl)cc1 | 3% | i | 15% | -15% | -4% | 15% | -3% | -9 | 16µM*
O=C(CCNS(=O)(=O)c1ccc(Br)cc1)NC1CCCCC1 | 18% | i | 0% | 0% | -3% | 2% | -9% | -13 | 10%
CCN1C(=O)c2ccccc2Sc2ccc(C(=O)NC(C)C)cc21 | 3% | i | 19% | 6% | 4% | 0% | 9% | 0 | 17%
O=C(O)c1ccc(-n2c(-c3ccc(Br)cc3)n[nH]c2=S)cc1 | 5% | i | 20% | 7% | 3% | -3% | 6% | 26 | 15%
Cc1ccc(-c2nc3ccccc3o2)cc1NC(=O)Cc1ccc(Cl)cc1 | x | u | 11% | 11% | x | x | x | x | 7%
CCN(CC(=O)Nc1cc(Cl)cc(Cl)c1)CC(=O)NC1CCS(=O)(=O)C1 (stereo not given) | 22% | i | -22% | -1% | 0% | 3% | -7% | -5 | 5%
O=C(Cn1cnc([N+](=O)[O-])c1)c1ccc(F)cc1 | -4% | i | 8% | 0% | 20% | -7% | 7% | 24 | 2%

IL1B secr inh, what is marked active above.
compound	SW480 rereplic	IL1B secr inh
Cc1[nH]c2ccccc2c1C1=CC(=O)C=CC1=O	u	-101*

Bioassay records: PubChem BioAssay, National Center for Advancing Translational Sciences (NCATS)

Rows were taken by chance; overall some 11% were active at least once.
